BaF3 tox = reduces parental Ba/F3 cell viability, JAK2V617F counter-screen. CellTiter-Glo ATP luminescence. inhibition, % at 5.6 µM. AID 1486. actives 1.1% (n = 220,000);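 active means inhibition above a per-campaign cutoff, the mean inhibition of all tested compounds plus 3 SD, cut at about 27% in these data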;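 further: 0% = DMSO wells and 100% = JAK Inhibitor I control wells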
NPY1 pot ag = potentiates or activates human NPY-Y1 receptor; actives 0.37% (n = 220,000); NPY-Y1 expressing cells, potentiator/agonist activation; activation, % at 3.6 µM; AID 1304; in the data active means activation above about 33%, passing the limit was not always enough;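 further: cells stimulated with NPY at EC10 then isoproterenol at EC100; 0% = low agonist plus stimulus and 100% = saturating agonist plus stimulus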
Target sequence (P25929 whole entry, looked up): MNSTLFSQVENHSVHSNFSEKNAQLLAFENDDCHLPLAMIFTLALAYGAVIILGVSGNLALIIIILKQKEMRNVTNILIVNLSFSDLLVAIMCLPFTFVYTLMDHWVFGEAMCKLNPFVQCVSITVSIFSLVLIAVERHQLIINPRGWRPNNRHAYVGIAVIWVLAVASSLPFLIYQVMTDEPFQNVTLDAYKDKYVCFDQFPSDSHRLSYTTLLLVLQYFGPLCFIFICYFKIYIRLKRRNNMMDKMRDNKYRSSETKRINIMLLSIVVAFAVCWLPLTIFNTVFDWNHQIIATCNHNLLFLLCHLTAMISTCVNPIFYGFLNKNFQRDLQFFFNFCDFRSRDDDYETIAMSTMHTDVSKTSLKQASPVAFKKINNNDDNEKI
NPY Y1 blocker = blocks the human neuropeptide Y Y1 receptor; inhibition, % at 3.6 µM; actives 1% (n = 200,000); AID 1040; P25929; HEK293-CNG Y1 cells, membrane potential fluorescence; NPY at EC95, then isoproterenol;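 active means inhibition above the campaign mean inhibition of all tested compounds plus 3 SD, cut at about 20% in these data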;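 further: 0% = DMSO wells given NPY plus isoproterenol and 100% = isoproterenol alone without NPY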
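Test system – HEK293 Y1/CNG channel cell line · Also added – NPY agonist 25 nM, then isoproterenol 1 µM plus Ro 20-1724 25 µM · Compound dosing – one concentration, 3.6 µM, in 0.4% DMSO · Schedule – compound incubation 1 h at room temperature, readout 45 min post-stimulation · Technique – fluorescence, membrane potential probe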
S1P4 agonist = human S1P4 receptor agonism. activation, % at 4.98 µM. O95977. actives 0.35% (n = 220,000). S1P4-expressing cell line, agonist reporter assay; in the data active means activation above about 11%;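 further: 0% = DMSO vehicle and 100% = reference agonist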
RBBP9 inhibitor = inhibitors of human serine hydrolase RBBP9; O75884; recombinant RBBP9, FP-Rh probe fluorescence polarization; inhibition, % at 7.94 µM; actives 0.2% (n = 220,000); AID 1515;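 active means inhibition above the campaign mean of all tested compounds plus 3 SD, cut at about 14% in these data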;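 further: plate controls were DMSO wells with RBBP9 for no effect and wells lacking RBBP9 protein for full effect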
Target sequence (O75884 whole entry, looked up): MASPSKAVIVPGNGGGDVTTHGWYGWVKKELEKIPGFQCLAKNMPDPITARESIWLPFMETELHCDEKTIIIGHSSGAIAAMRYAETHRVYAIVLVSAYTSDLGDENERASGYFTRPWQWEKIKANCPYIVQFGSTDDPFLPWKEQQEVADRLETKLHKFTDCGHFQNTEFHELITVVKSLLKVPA
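Assay system: recombinant human RBBP9; Reagent: Serine-hydrolase probe FP-Rh, 375 nM pre-mixing; Doses: 7.94 µM single dose, 0.794% DMSO; Incubation: 30 min then 45 min, 25 °C; Detection: fluorescence polarization (mP), excitation 525 nm, emission 598 nm; Evaluation: percent inhibition from mP, scaled between DMSO and no-protein wells.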
NPY-Y2 PAM-ag = potentiates or activates human NPY-Y2 receptor; P49146; cells expressing NPY-Y2, potentiator/agonist read-out; activation, % at 3.6 µM; actives 0.45% (n = 220,000); AID 1359; in the data active means activation above about 27%;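 further: cells stimulated with NPY near EC25 plus isoproterenol at EC100; 0% = vehicle plus submaximal agonist and 100% = vehicle plus saturating agonist; some results beyond the cut were filed as inactive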
Target sequence (P49146 whole entry, looked up): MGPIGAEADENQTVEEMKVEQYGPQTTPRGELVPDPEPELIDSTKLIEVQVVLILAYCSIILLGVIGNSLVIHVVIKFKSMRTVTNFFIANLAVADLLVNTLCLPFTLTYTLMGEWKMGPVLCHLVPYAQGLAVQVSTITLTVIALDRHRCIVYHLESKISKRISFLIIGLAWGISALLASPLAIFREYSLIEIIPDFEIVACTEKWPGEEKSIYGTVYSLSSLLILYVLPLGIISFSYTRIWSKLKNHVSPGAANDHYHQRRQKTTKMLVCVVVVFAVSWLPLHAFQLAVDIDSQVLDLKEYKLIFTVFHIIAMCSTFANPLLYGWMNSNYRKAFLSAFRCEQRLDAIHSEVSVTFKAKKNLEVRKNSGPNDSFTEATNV
Runt-CBFb FRET = Runt domain-CBFb interaction inhibition; Q01196+Q13951; Cerulean-Runt/Venus-CBFb FRET ratio 530/480, 1 h; inhibition, % at 20 µM; actives 0.46% (n = 220,000);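 active means inhibition over about 50% at 20 µM in the single-dose screen, limit read from the data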;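 further: 0% = DMSO wells and 100% = excess unlabeled CBFb competitor control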
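Reagent – Venus-CBFb binding partner, 100 nM · Assay system – Cerulean-tagged RUNX1 Runt domain (FRET donor) fusion protein · Input – 100 nM per protein · Incubation – two 1 h room-temperature incubations shielded from light · Measured by – FRET fluorescence · Medium – Tris buffer pH 7.5 with salts and BSA · Benchmarks – unlabeled CBFb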
Ba/F3 V617F tox = reduce viability of Ba/F3 cells dependent on JAK2V617F. AID 1446. inhibition, % at 5.6 µM. actives 1.1% (n = 220,000). Ba/F3 EpoR-JAK2V617F viability, ATP luminescence;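 active means inhibition above the campaign mean plus 3 SD over all tested compounds, cut at about 24% in these data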;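 further: cytokine-independent growth of Ba/F3 cells driven by EpoR plus mutant JAK2; 0% = DMSO-treated cells and 100% = JAK inhibitor I control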
S1P4 antag = antagonists of human S1P4 receptor. O95977. S1P4-expressing cells, antagonist mode, reporter read-out. inhibition, % at 4.98 µM. actives 0.26% (n = 220,000). AID 1510; in the data active means inhibition above about 29%;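 further: 0% = wells stimulated with agonist and 100% = vehicle wells without agonist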
* marks the source's active call; other numbers are inactive results; . = no result given.

No.	Structure	BaF3 tox	NPY1 pot ag	NPY Y1 blocker	S1P4 agonist	RBBP9 inhibitor	NPY-Y2 PAM-ag	Runt-CBFb FRET	Ba/F3 V617F tox	S1P4 antag
1	CC(=O)c1c(C(C)=O)c(C)n(-c2nc(-c3ccc(Br)cc3)c(C)s2)c1C	1	2	7	1.1	11	-3	-6	-5	-1
2	O=C(Oc1cccc([N+](=O)[O-])c1)c1cc(-c2ccccc2)nc2ccccc12	1	21	8	0.0	-4	3	-3	2	2
3	O=C1c2ccccc2-c2cccc(C(=O)N3CCCCCC3)c21	4	-3	18	-0.3	-6	18	-1	-2	4
4	Cn1c(SCC(=O)O)nnc1-c1ccc2ncccc2c1	0	21	.	117*	-9	5	2	-2	-7
5	c1ccc(-n2nnnc2Oc2ccc(-n3ccnc3)cc2)cc1	5	15	2	0.1	-2	7	1	-3	9
6	CSc1nnc(CNC(=O)c2ccccc2)n1-c1cccc(C)c1	4	9	1	-0.3	-6	8	-1	-1	2
7	Cc1cccc(OCC(=O)Nc2cccc(-c3nnc(-c4ccccc4)o3)c2)c1C	6	-7	-10	-0.9	-3	12	-3	-1	-23
8	C(=N\Nc1ccccn1)/c1c[nH]c2ccccc12	-3	17	.	0.8	0	16	5	11	9
9	CCCSc1nc2c(c(=O)[nH]c(=O)n2C)n1CCc1ccccc1	7	-10	5	-0.1	-11	1	-1	-2	-17
10	CC(=O)Nc1ccc(S(=O)(=O)Nc2nnc(C(C)C)s2)cc1	5	-10	3	-4.1	-3	-4	2	1	3
11	CCOC(=O)C(=O)c1csc(NC(=O)COc2ccc(N(C)S(=O)(=O)c3ccc(F)cc3)cc2)n1	4	0	1	2.5	-6	0	-1	3	-6
12	COC(=O)NCc1ccc(CNC(=O)OC)cc1	-1	12	2	0.6	2	5	-1	-3	-2
13	O=C(O)CCCC(=O)Nc1ccc(OCc2nc3ccccc3s2)cc1	8	-2	2	-0.1	-6	0	26	-1	6
14	O=C(O)Cc1nc(-c2cccnc2)sc1-c1ccc(Br)cc1	3	-2	.	0.2	-9	6	1	-5	-4
15	CCOC(=O)C(CCCCC(NC(C)=O)(C(=O)OCC)C(=O)OCC)(NC(C)=O)C(=O)OCC	-3	18	.	6.8	-7	-1	2	1	0
16	Cc1ccc(OCc2nnc(NC(=O)Cc3cccs3)s2)cc1	5	0	5	0.9	-14	-16	4	-2	7
17	Cc1ccc(S(=O)(=O)N2CCN(S(=O)(=O)N3CCOCC3)CC2)cc1	0	2	15	0.6	-8	-9	2	1	-4
18	Cc1cc(C)cc(OCC(=O)N2CCCCCC2)c1	9	-12	-5	0.8	-3	-3	0	1	-11
19	O=C(O)c1cc(Br)ccc1NN=C1CCCCC1	4	-12	10	1.9	-5	2	4	1	-17
20	Cc1cc(C)n(-c2nc(SCC(=O)O)c3c4c(sc3n2)CCCC4)n1	0	2	.	-0.3	-7	5	-1	1	-15
21	Cc1nc2ccccc2n1CSc1ccccc1	4	8	-3	-1.7	-4	-5	1	-1	-8
22	COc1ccc(NC(=O)N(Cc2cc3cc(C)ccc3[nH]c2=O)CC2CCCO2)cc1 (centres undefined)	3	-2	.	-1.7	3	-6	-1	3	4
23	O=C1CCC/C1=C\Nc1ccc(Cl)c([N+](=O)[O-])c1	58*	2	.	-0.5	0	-8	3	1	-29
24	Cc1ccc(C#CC[N+]2(CC#Cc3ccc(C)cc3)CCCCC2)cc1	78*	-31	27*	0.6	-5	-4	0	96*	-13
25	Cc1nc(SCC(=O)NC(=O)NCc2ccccc2)nc(C)c1C	1	-25	0	-1.5	-1	1	2	-4	16
26	CNC(=O)Nc1cc(C)nn1C	3	8	-4	2.2	-4	2	-2	2	-3
27	O=C(OC1CCOC1=O)c1cc(-c2ccccc2)nc2ccccc12 (centres undefined)	4	17	2	-0.9	-6	10	-3	-2	-16
28	COC(=O)[C@H](C)NC(=O)Nc1ccc(C)c(C)c1	1	2	0	0.3	-2	16	-1	-3	-6
29	CCOC(=O)Cn1c2ccc(F)cc2c2nc(C)sc21	5	1	7	0.1	-9	4	1	1	-12
30	O=C(c1ccccc1Cl)N(C(=O)c1ccccc1Cl)c1nccc(-c2cccs2)n1	8	7	1	-2.7	-7	2	1	1	-9
31	COc1cc(/C=N/Nc2nc3ccccc3s2)ccc1OC(=O)c1ccccc1F	2	-17	5	1.4	3	5	3	2	-9
32	CCOC(=O)CSc1ccc(S(=O)(=O)N(CC)CC)cc1[N+](=O)[O-]	4	5	-5	0.5	0	4	0	-1	9
33	COc1cccc(NCc2cc(=O)oc3cc(-c4ccccc4)c(O)cc23)c1	9	-11	-1	1.8	-1	2	-11	4	-4
34	CC1(C)C2(C#N)C(N)=NC3(OCCO3)C12C#N (centres undefined)	-1	0	-3	1.0	-9	-4	-3	-3	-11
35	CC1(C)O[C@@H]2C[C@H]3[C@@H]4C[C@H](F)C5=CC(=O)CC[C@]5(C)[C@H]4[C@@H](O)C[C@]3(C)[C@]2(C(=O)CO)O1	5	-13	1	-0.8	1	11	2	10	59*
36	O=C(c1nsnc1-c1ccccc1O)N1CCCCC1	-3	5	2	-1.7	-6	-1	2	-4	-41
37	COc1ccc2c(=O)c(C(=O)NCCc3ccc(OC)c(OC)c3)c[nH]c2c1	0	0	4	0.0	-14	7	0	-2	-15
38	O=C(COC(=O)/C=C/c1ccc2c(c1)OCO2)NC1CCS(=O)(=O)C1 (centres undefined)	-4	-8	.	-1.3	2	-20	-2	2	-13
39	O=C(NCc1ccccn1)c1cccc(NS(=O)(=O)c2cccc(F)c2)c1	8	7	-1	1.4	-6	11	1	0	-12
40	CCOC(=O)C1C(=O)CC(C)(O)C(C(=O)OCC)C1c1ccc2c(c1)OCO2 (centres undefined)	7	-8	7	-4.6	-2	5	.	-1	-1
41	COc1ccc(OC)c2c1sc(=NC(=O)CN1C(=O)CCC1=O)n2C	4	-1	3	0.3	-5	13	2	-3	-4
42	Cc1ccc(S(=O)(=O)N(C)c2ccc(OCC(=O)OCc3c(C)noc3C)cc2)cc1	6	9	-2	1.4	-6	14	-2	-4	6
43	Cc1cc(C(=O)CSc2nc3ccccc3o2)c(C)n1CC1CCCO1 (centres undefined)	0	-8	5	2.2	1	-7	6	-5	-11
44	COc1ccc(C(=O)NC(=S)NNC(=O)c2ccc3ccccc3n2)cc1	1	-7	.	-0.2	-10	-15	0	6	4
45	CCOc1ccc(N2CC(C(=O)NCCN3C(=O)S/C(=C\c4ccc(OC)cc4)C3=O)CC2=O)cc1 (centres undefined)	6	5	2	0.8	-5	13	-4	-1	-17
46	COc1ccccc1NC(=O)N1CCCC1C(=O)NCc1ccccc1F (centres undefined)	2	7	1	0.9	-8	-2	1	-2	-9
47	Cc1cc(-c2nc3c4c5c(sc4[nH]c(=O)n3n2)CCC5)c(C)o1	0	-2	-3	-5.0	-5	16	31	-6	-32
48	COc1ccc(N2C(=O)C(Cl)=C(Nc3ccccc3OC)C2=O)cc1	2	-17	-1	1.9	-7	-2	-2	2	-5
49	CN1CCc2c(sc3c2c(=O)n(-c2ccc(Cl)cc2)c2nncn32)C1	-2	1	-3	0.5	3	-3	2	-1	-8
50	Cc1cc(C(=O)NNC(=O)c2nn(C)c(=O)c3ccccc23)c(C)o1	12	-10	0	4.1	-10	-7	0	6	11

Part of the list above, screen by screen.
48: COc1ccc(N2C(=O)C(Cl)=C(Nc3ccccc3OC)C2=O)cc1
49: CN1CCc2c(sc3c2c(=O)n(-c2ccc(Cl)cc2)c2nncn32)C1

Compound | 48 | 49
BaF3 tox | 2 | -2
NPY1 pot ag | -17 | 1
NPY Y1 blocker | -1 | -3
S1P4 agonist | 1.9 | 0.5
RBBP9 inhibitor | -7 | 3
NPY-Y2 PAM-ag | -2 | -3
Runt-CBFb FRET | -2 | 2
Ba/F3 V617F tox | 2 | -1
S1P4 antag | -5 | -8

Continued:
No.	Structure	BaF3 tox	NPY1 pot ag	NPY Y1 blocker	S1P4 agonist	RBBP9 inhibitor	NPY-Y2 PAM-ag	Runt-CBFb FRET	Ba/F3 V617F tox	S1P4 antag
51	CCOC(=O)c1c(C)[nH]c(C(=O)COC(=O)CNC(=O)c2ccccc2Cl)c1C	6	0	4	1.8	8	-3	0	-3	-10
52	Clc1ccc(C2CC(c3cccs3)n3ncnc3N2)cc1Cl (centres undefined)	5	1	3	2.6	-5	-9	0	-3	-4
53	Cc1nc(CSc2nnc(Nc3cccc(C)c3C)s2)cs1	4	3	-3	2.0	-5	11	-1	-2	-15
54	Cc1nc(Cl)c(C(=O)NCc2ccccc2)c(C)c1Cl	4	7	5	2.5	0	2	-2	-2	-9
55	CCn1c(-c2cc(Br)ccc2O)n[nH]c1=S	-2	4	2	1.0	-8	-11	.	-3	-6
56	Cn1c(-c2c(N)n(CCCc3ccccc3)c3nc4ccccc4nc23)nc2ccccc21	3	8	-6	1.4	-4	6	-2	-2	37*
57	Clc1ccc(-c2csc(Nc3ccccc3)[n+]2Cc2ccco2)c(Cl)c1	5	-6	32*	0.1	-3	-10	2	1	0
58	Fc1cccc(CSc2ccc(-c3ccc4c(c3)OCO4)nn2)c1	7	-19	12	0.3	-8	-8	0	4	-10
59	Cc1cccc(CC2S/C(=N/c3cccc(C)n3)NC2=O)c1 (centres undefined)	6	-12	.	1.5	-3	-9	3	0	-20
60	Cc1ccc(NC(=O)C2(c3ccccc3)CCOCC2)cc1	10	3	-8	-0.3	-2	-12	.	3	0
61	CCCCN(C)C(=O)CCC(=O)Nc1ccc2nc(N3CCN(C)CC3)cc(C)c2c1	5	7	1	-0.2	0	-2	0	3	2
62	Cc1cc(C)cc(NC(=S)N2CCC(N(C)CC3CCCO3)CC2)c1 (centres undefined)	4	12	-2	1.5	-6	31*	1	-2	4
63	CCOc1ccc(C(=O)N2CCN=C2SC)cc1OCC	4	26	-4	0.5	3	-1	-3	0	5
64	CCOCc1c(C(=O)OCC(=O)/C(C#N)=C(\C)N)oc2ccccc12	4	6	0	-1.3	-7	10	0	0	-5
65	CN(C)CCCN(Cc1ccc2c(c1)OCO2)C(=O)NC1CCCCC1	0	8	.	0.6	0	1	0	-1	-6
66	CCCn1nnc(NC(=O)c2ccccc2Cl)n1	2	3	-5	1.8	-1	13	0	0	-14
67	COc1ccccc1CCNC(=O)c1cc(-c2ccncc2)nc2ccc(Br)cc12	3	1	4	0.8	0	-4	-4	1	-12
68	O=C(CSc1nnc2sc3ccccc3n12)N1CCN(c2ccccc2)CC1	1	-30	0	0.1	-5	-15	0	-3	-7
69	COc1cccc(C2c3[nH]c4ccccc4c3CCN2Cc2cnc(C)s2)c1OC (centres undefined)	-1	21	4	1.5	-6	6	0	5	13
70	COc1cc(OC)c(C(=O)NCC2CCCO2)cc1OC (centres undefined)	5	9	-4	1.3	-1	0	1	2	4
71	O=C(Cn1nc(-c2ccc(Cl)cc2)c2ccccc2c1=O)NN1CCOCC1	3	13	.	-0.6	-1	15	0	-1	-11

Source: PubChem (several laboratories)
